# Hep lipid drop – hepatic lipid droplet formation modulation | AML12 mouse hepatocytes, oleate lipid droplets, BODIPY imaging | inhibition, % at 6.5 µM | hit rate 0.4% among 240,000;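 active = lipid droplet intensity inhibited by at least 50%, with more than 500 cells counted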
#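 Technique: fluorescence imaging, 20x objective, two fields per well / Assay system: AML12 hepatocytes (mouse) / Measure: % inhibition of lipid droplet signal / Doses: 6.5 µM single-point dosing / Incubation: overnight exposure / Reagent: 100 µM oleic acid challenge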
# Dynein cargo inh – dynein cargo transport inhibition | z-score, hits read low | AID 1381 | hit rate 0.47% among 220,000 | 3617.4 mouse cells, GR-EGFP nuclear translocation imaging; test concentration mostly 20 µM; stimulated with dexamethasone, 1 µM; active compounds read low;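 active = plate z-score of nuclear minus cytoplasmic receptor signal below a set negative limit, without overly bright fluorescence or cell loss, cut at about -3.5 in these data, passing the limit was not always enough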;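 also: z-score of nuclear minus cytoplasmic ring GR-EGFP intensity difference per well; some compounds called inactive have numbers as strong as hits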
#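 medium = tetracycline-free induction medium containing charcoal-stripped FBS | also added = 1.0 µM final dexamethasone stimulus | schedule = 48 h induction, 1 h compound, 30 min dex at 37 °C | technique = fixed, Hoechst-stained cells imaged at 10x for EGFP | measure = GR-EGFP nuclear translocation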
# TNAP activation fold – stimulation of alkaline phosphatase TNAP activity – biochemical, luminescent, no phosphate acceptor, uHTS, primary screen (AID 1001) | purified TNAP, luminescent activation assay, no phosphate acceptor; higher activation fold means a stronger effect | one-dose activation fold at 20 µM; EC50 in µM for titrated hits | hit rate 0.03% among 200,000; in the data active = activation fold from about 3, or a potency from the dose series; inactive = the rest, 99 in 100 with activation fold below about 1.6; also: many of its hits are not listed in these tables
# bCat nuc transl – modulators of beta-catenin nuclear translocation | HeLa beta-catenin nuclear translocation, immunofluorescence imaging | AID 1665 | nuclear translocation activity, % at 5 µM | hit rate 0.3% among 190,000;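 active = nuclear translocation activity above 50% at 5 µM, with a well cell count of 50 or more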;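 also: per-cell ratio of nuclear to cytoplasmic median beta-catenin stain intensity; plate controls were DMSO negative control for no effect and GSK-3 inhibitor IX positive control for full effect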
#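 System: HeLa cells, endogenous beta-catenin; compound dosing: 5 µM primary single dose, 0.1% DMSO, 0.02–20 µM confirmation series; incubation: 24 h compound exposure at 37°C, 5% CO2; signal: beta-catenin immunofluorescence imaging with DAPI; evaluation: % activation, nuclear-to-cytoplasmic median beta-catenin signal ratio per cell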
# MT stabilizer – microtubule stabilizers in HeLa cells; AID 2205; hit rate 0.83% among 200,000; HeLa tubulin immunostaining HCS, 24 h; share of cells brighter than vehicle mean+2SD; % tubulin-high responders, % at 10 µM;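 active = plate Z-score above 3 for both tubulin-high and condensed-nucleus cell shares, with cell loss under 80%, at 10 µM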;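 also: anti alpha tubulin signal scored within the nucleus-defined area of each cell; some results filed as inactive read as strong as hits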
# PMI inhibitors – MPI enzyme activity inhibition – biochemical, fluorescence intensity, coupled assay, primary screen (AID 1209); purified PMI enzyme, coupled fluorescence intensity; higher % means a stronger effect; inhibition, % at 20 µM; hits with a dose series show IC50 in µM; hit rate 0.42% among 190,000; in the data active = inhibition above about 50%;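 also: plate controls were DMSO vehicle for no effect and wells lacking substrate for full effect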
# Ins promoter up – MIN6 insulin promoter up-regulation; AID 1625; z-score at 5 µM; MIN6 insulin promoter-GFP reporter, high-content imaging; active compounds read high; hit rate 0.3% among 190,000;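 active = z-score above 3 at 5 µM with at least 500 cells counted in the well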
# Myeloid diff MLP – myeloid differentiation induction. AID 624256. ER-HoxA9 myeloid progenitors, lysozyme-GFP differentiation, flow cytometry. calls only at 10 µM. hit rate 1% among 360,000;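 active = normalized GFP-positive differentiation at or above the plate's own cutoff, the solvent-only control mean plus 3 SD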;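 also: cells exposed to compound for four days before flow analysis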
# T cell HTS – modulates CD8 T cell binding to vesicles | calls only at 7 µM | 2C CD8+ T cell-vesicle binding, flow cytometry; active compounds read low | hit rate 0.068% among 330,000;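 active = response, share of CD8 T cells binding vesicles, and their 90th percentile fluorescence all below set limits, cut at about 80% in these data, passing the limit was not always enough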
#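 material = purified 2C TCR transgenic mouse naive CD8+ T cells | controls = Unloaded micro-vesicles (low), QL9 vesicles with 0.7% DMSO (high) | detection = cytometric PE anti-B7-1 and Alexa647 anti-CD8 signals after 1% paraformaldehyde fixation | incubation = binding step 1.5 h, 37 °C, antibody labelling 20 min, ice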
# Dynein cargo inh cytoplasmic EGFP – also measured in Dynein cargo inh; calls as there; z-score; measured here: cytoplasmic GR-EGFP intensity; active compounds read high
# Dynein cargo inh nuclear GR-EGFP – also measured in Dynein cargo inh; calls as there; z-score; measured here: nuclear GR-EGFP intensity;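 lower value marks the stronger effect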
# Dynein cargo inh cell count – recorded beside Dynein cargo inh, whose call it bears; z-score; measured here: cell count per field
# Ins promoter up cell count – further read-out of Ins promoter up, marked with its call; cell count; measured here: cytotoxicity, nuclei count;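 total cells summed across four imaged fields per well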
# Hep lipid drop cells 6.5 µM – recorded beside Hep lipid drop, whose call it bears; cell count; measured here: cell count, cytotoxicity flag;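 cells counted across two imaged fields per well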
# bCat nuc transl cell count 5 µM – second read-out of bCat nuc transl, no call of its own (marks repeat the call); cell count; measured here: cell count, cytotoxicity flag
# T cell HTS vesicle-bound % – also measured in T cell HTS; calls as there; double positive events, %; measured here: CD8+ vesicle-bound cell fraction;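 binding gate set so that unloaded-vesicle control wells show 10% double positive cells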
# MT stabilizer Hoechst-high % – further read-out of MT stabilizer, marked with its call; % Hoechst-high responders; measured here: nuclear condensation Hoechst responders;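 share of cells brighter than vehicle mean plus two SD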
# MT stabilizer cytotoxicity % – recorded beside MT stabilizer, whose call it bears; toxicity, %; measured here: cytotoxicity by cell density;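 0% = mean cell density of plate MIN control wells and 100% = no cells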
# Myeloid diff MLP GFP+ MAC1+ % – further read-out of Myeloid diff MLP, marked with its call; GFP+ MAC1+ double positive, %; measured here: differentiation confirmed by MAC1 staining
# The depositor's hits bear a star; i = inactive; . = not tested or not shown; + = active, no number; & = joins results of further samples.
SMILES,Hep lipid drop,Hep lipid drop cells 6.5 µM,Dynein cargo inh,Dynein cargo inh cytoplasmic EGFP,Dynein cargo inh nuclear GR-EGFP,Dynein cargo inh cell count,TNAP activation fold,bCat nuc transl,bCat nuc transl cell count 5 µM,MT stabilizer,MT stabilizer Hoechst-high %,MT stabilizer cytotoxicity %,PMI inhibitors,Ins promoter up,Ins promoter up cell count,Myeloid diff MLP,Myeloid diff MLP GFP+ MAC1+ %,T cell HTS,T cell HTS vesicle-bound %
CCN(CC)C(=O)C1CCCN(c2ccc([N+](=O)[O-])cc2)C1 (stereo not drawn),8,649,-0.62,-0.25,0.034,0.98,0.8,-1.3,1013,1.9,1.7,6.1,-10%,0.29,1476,i,0.7,i,26
COC(=O)CS(=O)(=O)c1cc(Br)cc2c1N(C(C)=O)CC2,-50,671,-0.21,-0.33,-0.018,-0.057,1.1,-1.2,1071,5.3,4.4,6.9,9%,0.12,1832,i,1.2,i,51
COc1ccc(C)c2sc(=NC(=O)c3ccccc3)n(C)c12,-10,638,0.43,-0.3,0.23,0.48,1.1,1.4,1130,3.4,4.1,1.4,14%,-1.2,1838,i,4.9,i,31
COC(=O)C(NC(C)=O)(Nc1cc(C)ccn1)C(F)(F)F (stereo not drawn),6,748,0.6,-0.18,0.38,-0.38,.,-3.3,1202,.,.,.,.,-0.17,1514,i,0.3,i,40
CC(C)C(=O)NCCc1nc2ccccc2n1CCCOc1ccc(Cl)cc1,.,.,-0.81,-0.25,-0.81,1.7,1.1,1.4,1374,0.9,1.0,14,11%,-0.62,1592,i,1.1,i,43
CC(=O)Oc1ccc(C2(C)CC(C)(C)NC(=S)N2C)c(OC(C)=O)c1 (stereo not drawn),7,678,-0.25,-0.36,-0.27,0.65,1.1,-1.1,1043,2.8,2.4,7.1,-4%,-0.27,1197,i,0.9,i,13
CCSc1nnc(-c2sc3nnc(-c4ccccc4)c(-c4ccccc4)c3c2N)o1,.,.,-7.4,14,0.55,0.2,0.9,.,.,1.8,1.4,9.7,-14%,.,.,+,9.7*,i,17
CCOC(=O)c1[nH]c(C)c(C(=O)OCC(=O)N2CCCCC2C)c1C (stereo not drawn),-24,809,0.55,-0.34,0.26,-0.24,1.1,-0.3,977,5.6,3.3,9.5,-4%,-0.77,850,i,0.7,i,24
Cc1cccn2cc(CCNS(=O)(=O)c3ccc4c(c3)OCCO4)nc12,-21,573,-0.65,-0.26,-0.37,0.56,1.1,0.5,1032,4.5,3.1,8.2,8%,0.54,1508,i,5.1,i,60
COc1cccc(Nc2nnc(SCc3nc4ccccc4s3)s2)c1,-30,639,0.068,-0.18,0.2,0.91,1.4,-0.4,929,2.2,4.5,11,18%,-0.26,1285,i,0.9,i,35
CCOc1ccc2c(c1)C(c1cccs1)=NNC(c1cccnc1)=N2,7,691,-0.36,-0.27,-0.16,0.62,1,0.2,1083,12,2.3,6.5,9%,0.05,1245,i,0.1,i,43
CCCC(=O)Nc1ccccc1-c1nnn(CC(=O)Nc2ccc(OC)cc2)n1,0,690,0.82,0.1,-0.41,-0.37,1.1,0.4,1051,2.6,2.2,11,15%,0.12,1237,i,0.6,i,37
CN1CCN(C(=O)c2cc3nc(-c4ccc(Cl)cc4)cc(C(F)(F)F)n3n2)CC1,.,.,-0.51,-0.34,-0.12,0.054,1.1,1.4,1105,4.0,2.2,3.6,1%,0.36,1081,i,0.6,i,40
COc1cccc(NC(=O)CSc2nncn2N)c1,.,.,0.13,-0.19,0.047,-0.15,1.1,-1.1,961,1.5,1.6,5.9,-2%,.,.,i,1.0,i,41
COc1ccc([N+](=O)[O-])cc1NC(=O)CCN1CCN(c2ccccc2OC)CC1,10,582,0.15,-0.19,-0.011,-0.06,1.1,-1.3,970,1.9,3.5,5.7,11%,.,.,i,0.3,i,36
CC1(C(=O)NCc2ccc(F)cc2)Oc2ccccc2NC1=O (stereo not drawn),-62,717,-0.34,-0.31,-0.27,0.74,1,-1.4,1115,1.8,3.9,6.8,-7%,1.6,1068,i,0.7,i,40
O=C(NC(NC(=S)Nc1cccc(C(=O)O)c1)C(Cl)(Cl)Cl)OCc1ccccc1 (stereo not drawn),-7,460,-0.36,0.03,-0.43,0.21,0.9,-0.4,938,3.2,2.5,4.7,13%,-0.03,2262,i,0.2,i,20
N=c1c[n+](N2CCOCC2)[n-]o1,6,742,0.0028,-0.24,0.19,0.81,1,-1.5,554,1.9,1.3,4.7,-11%,.,.,i,0.7,i,15&46
O=C(COC(=O)c1ccco1)Nc1ccc2c(c1)OCCO2,.,.,-0.53,-0.18,-0.097,0.38,1,-3.0,942,3.4,1.7,5.0,13%,.,.,i,1.6,i,45
Cc1cc2nc3c(=O)n(Cc4ccccc4)c(=O)[nH]c3nc2cc1N,-26,694,3.1,10,3.1,0.51,.,-1.2,1144,.,.,.,.,12*,1487*,+,5.0*,i,31
COC(=O)c1ccc(/C=N\NC(=O)c2ccc(C)cc2Cl)cc1,.,.,-0.43,-0.22,-0.49,0.47,1,.,.,2.1,1.6,2.2,19%,.,.,i,1.0,i,12
COc1ccc(N2C(=O)C3CCCN3C2c2cccc(C)c2)cc1 (stereo not drawn),.,.,-0.3,-0.1,-0.021,0.027,1.1,.,.,4.5,3.3,4.6,3%,-0.49,823,i,1.5,i,63
COc1ccccc1C1C(C#N)=C(N)N(c2cccnc2)C2=C1C(=O)CC(C)(C)C2 (stereo not drawn),8,696,-0.3,0.28,0.46,2.4,1.1,-2.8,605,3.3,1.7,17,-6%,.,.,i,0.5,i,34
O=C(NCCN1CCOCC1)Nc1ccc(F)cc1,-18,665,1.3,0.0031,1.2,-1.7,1.1,0.9,1501,2.0,3.2,9.4,4%,-0.9,1527,i,0.7,i,22
CCOCCCNS(=O)(=O)c1cc(Br)cc2c1N(C(=O)C1CC1)CC2,0,704,1.1,-0.2,1.5,-0.16,1.1,-0.7,1063,2.8,2.3,2.1,3%,0.13,1091,i,0.9,i,17
# Additional entries.
SMILES,Hep lipid drop,Hep lipid drop cells 6.5 µM,Dynein cargo inh,Dynein cargo inh cytoplasmic EGFP,Dynein cargo inh nuclear GR-EGFP,Dynein cargo inh cell count,TNAP activation fold,bCat nuc transl,bCat nuc transl cell count 5 µM,MT stabilizer,MT stabilizer Hoechst-high %,MT stabilizer cytotoxicity %,PMI inhibitors,Ins promoter up,Ins promoter up cell count,Myeloid diff MLP,Myeloid diff MLP GFP+ MAC1+ %,T cell HTS,T cell HTS vesicle-bound %
COc1ccc(CCNC(=O)COc2ccc(S(=O)(=O)NC3CCCCC3)cc2Cl)cc1OC,19,593,-1.3,0.25,-0.66,0.6,1.1,3.9,1104,3.7,3.6,12,23%,0.02,1338,i,0.7,i,42
CC(NC(=S)NCc1ccccc1)C12CC3CC(CC(C3)C1)C2 (stereo not drawn),9,757,0.1,-0.26,0.35,1.1,1,-0.6,1434,4.3,3.8,4.8,-2%,.,.,i,0.3,i,47
COc1ccc(C2C(C(=O)Nc3cccnc3)=C(C)Nc3nc(-c4cccs4)nn32)cc1 (stereo not drawn),-9,686,0.14,-0.21,0.43,-0.83,1.1,0.1,1164,2.6,2.8,5.3,-2%,.,.,i,2.6,i,56
COC(=O)CN=Cc1c(C)[nH]n(-c2ccccc2)c1=O,6,696,-0.53,-0.23,-0.33,0.97,1.1,-3.6,1109,2.6,1.7,7.2,-15%,0.16,1105,i,0.4,i,33
CN1OC(COC(=O)c2ccccc2)CC1c1ccccc1 (stereo not drawn),.,.,-0.76,1.8,-0.14,1.4,1,-2.7,1016,3.0,2.2,6.7,-7%,-0.51,1323,i,7.2,i,49
COc1ccc(/C(O)=C/C(=O)C(=O)NNC(=O)C(O)(c2ccccc2)c2ccccc2)cc1,.,.,-0.21,-0.22,0.0086,-0.15,1,-0.4,724,3.4,1.9,2.4,2%,-0.16,1439,i,1.5,i,59
Cc1cccc(CN2C(=O)CCSc3ccc(Cl)cc32)c1,.,.,0.24,-0.21,0.36,-0.34,1.1,0.5,1370,1.9,1.5,14,12%,0.54,1589,i,1.1,i,3
CCOC(=O)c1cc(C)sc1N1C(=O)C2C3C=CC(C3)C2C1=O (stereo not drawn),1,776,0.94,-0.15,0.4,-0.23,1.2,-0.5,1233,1.9,1.8,7.8,1%,-0.14,987,i,0.7,i,30
O=C(CCc1ccccc1)NNC(=O)c1ccc(NC(=O)c2ccccc2)cc1,-11,636,0.95,0.0041,0.02,-0.17,1,3.2,523,1.5,2.5,2.7,-5%,0.47,1409,i,0.3,i,52
CN(CCc1ccccn1)C(=O)Nc1cccc(Cl)c1,.,.,-0.63,-0.29,-0.54,0.55,.,0.1,1257,.,.,.,.,0.52,1438,i,0.3,i,21
